# Screens (PubChem)
# Tb PYK inh = qHTS of Trypanosoma Brucei Inhibitors; pyruvate kinase (Trypanosoma brucei), Q57TT1; TbPYK enzyme, Kinase-Glo Plus ATP luminescence, 45 min; Potency, µM (titrated, usually from 76.8 µM), without a hit: top-dose activity, negative = inhibition, actives largely listed as inhibitors; 410,000 compounds, 0.12% hits; AID 624173, 2012; also: potency is read from the fitted curve at half-maximal effect; % is scaled to controls: 0 for no effect and ±100 for the full control effect; nearly all actives have a fitted effect of over 50% in size
#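 T. brucei PYK with substrate was exposed to pin-transferred compounds across a concentration series, then started with 130 uM ADP (final). After 45 min at room temperature, Kinase-Glo Plus luminescence was read, normalized and curve-fitted.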
# Shiga toxin inh = A qHTS for Small Molecule Inhibitors of Shiga Toxin. Vero cells, Shiga toxin protein synthesis inhibition reporter. inhibition, % at 38.7 µM. 290,000 compounds, 9.2% hits. AID 2315, 2010; in the data active = inhibition mostly above about 28%, no sharp cut-off; inactive = mostly below about 43%; also: 0% is about no effect
# CHX counter = Cycloheximide Counterscreen for Small Molecule Inhibitors of Shiga Toxin | cell reporter, cycloheximide protein synthesis inhibition counterscreen | max response, % | 300,000 compounds, 12% hits | AID 2314, 2010; in the data active = max response mostly above about 13%, no sharp cut-off; inactive = mostly below about 14%; also: read at 38.3 µM for the half of the compounds with a filed dose; 0% is about no effect
# Pf growth 96h = Primary qHTS for delayed death inhibitors of the malarial parasite plastid, 96 hour incubation | 320,000 compounds, 6.9% hits | P. falciparum luciferase reporter growth, 96 h | Potency, µM (titrated, usually from 28.7 µM), for inactives: at the highest dose activity change, negative = inhibition, actives largely listed as inhibitors; also: potency is read from the fitted curve at half-maximal effect; % is scaled to controls: 0 for no effect and ±100 for the full control effect
#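 Compounds incubated with erythrocytes infected by luciferase-expressing P. falciparum (2% hematocrit, 0.05% parasitemia final) for 96 hours, 37 C in 5% CO2. Growth inhibition scored as decreased luciferase luminescence.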
# HCV inh = qHTS Assay for Inhibitors of Hepatitis C Virus (HCV); Huh7.5.1 HCVcc-Cre infection, luciferase reporter, 44 h; Potency, µM (highest dose often 41.8 µM), without a hit: at the top dose activity change, negative = inhibition, most hits filed as inhibitors; 340,000 compounds, 3.4% hits; AID 651820, 2012; also: potency is read from the fitted curve at half-maximal effect; % is scaled to controls: 0 for no effect and ±100 for the full control effect
#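 1,000 cells/well; 4 h culture; + compound; + HCVcc-Cre (~0.5 moi); 44 h; luciferase substrate, RT 15 min; read 15 sec.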
# LmPK inh = qHTS Assay for Inhibitors of Leishmania Mexicana Pyruvate Kinase (LmPK) | Potency, µM (series often up to 57.5 µM), for inactives: at the highest dose activity change, negative = inhibition, most hits filed as inhibitors | Q27686 | 290,000 compounds, 0.37% hits | purified LmPK, Kinase-Glo ATP luminescence, 1 h; also: potency is read from the fitted curve at half-maximal effect; % is scaled to controls: 0 for no effect and ±100 for the full control effect
# Target sequence (Q27686 whole entry, looked up): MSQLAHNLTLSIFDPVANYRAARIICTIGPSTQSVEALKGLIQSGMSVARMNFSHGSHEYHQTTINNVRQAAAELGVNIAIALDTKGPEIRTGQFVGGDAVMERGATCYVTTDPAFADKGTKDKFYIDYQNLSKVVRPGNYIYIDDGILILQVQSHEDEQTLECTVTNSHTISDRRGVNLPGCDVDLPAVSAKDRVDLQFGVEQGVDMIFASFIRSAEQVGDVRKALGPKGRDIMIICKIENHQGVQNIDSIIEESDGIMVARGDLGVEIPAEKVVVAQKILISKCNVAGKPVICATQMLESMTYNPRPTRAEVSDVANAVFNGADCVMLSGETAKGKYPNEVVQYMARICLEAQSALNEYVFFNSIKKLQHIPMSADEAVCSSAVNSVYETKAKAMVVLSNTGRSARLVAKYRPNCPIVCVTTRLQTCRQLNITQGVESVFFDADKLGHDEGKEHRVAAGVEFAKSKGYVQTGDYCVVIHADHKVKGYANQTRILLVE
#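 0.1 nM LmPK, 0.5 mM PEP, 0.1 mM ADP; 50 mM imidazole pH 7.2, 7 mM MgCl2, 50 mM KCl; 1 h RT. Kinase-Glo luminescence readout, normalized to no-enzyme (full inhibition) and uninhibited wells.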
# Pf growth 48h = Primary qHTS for delayed death inhibitors of the malarial parasite plastid, 48 hour incubation; P. falciparum luciferase growth in erythrocytes, 48 h; Potency, µM (titrated, usually from 28.7 µM), for inactives: at the highest dose activity change, negative = inhibition, usual class: inhibitors; 310,000 compounds, 5.9% hits; AID 504832, 2011; also: potency is read from the fitted curve at half-maximal effect; % is scaled to controls: 0 for no effect and ±100 for the full control effect
#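 Firefly luciferase activity from engineered P. falciparum reports growth; inhibitors lower the luminescent signal. Cultures contained 2% hematocrit erythrocytes at 0.1% final parasitemia.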
# An asterisk follows results filed as active; u = inconclusive; x = not tested or not shown; & = joins results of further samples; [ ] = dose if it differs, or a comment. Unless noted, calls follow the shape of the dose curve; as a rule, active = well fitted curve in the direction sought with a large enough effect; inconclusive = small, poorly fitted or top-dose-only effect, or another doubt; inactive = no such curve, though single readings can be large; an effect the other way counts as inactive or inconclusive. Hits appear at their usual frequency; 24% or so of the library scored in one or more.
# The line under a structure holds: LmPK inh, CHX counter, HCV inh, Tb PYK inh, Shiga toxin inh, Pf growth 48h, Pf growth 96h
> COc1ccc(N2CCN(C(=O)CCc3c[nH]c4ccccc34)CC2)cc1
  2%, -3, -28%, -1%, 19, -29%, u
> CCn1cc(CNC(=O)c2cc(-c3cc(OC)ccc3OC)nc3ccccc23)c(C)n1
  0%, -4, u, -3%, -10, u, u
> COc1cc(/C=C/C(=O)N2CCC=CC2=O)cc(OC)c1OC
  x, x, 32µM*, 4%, x, 9.3µM*, u
> CC1(C)N=C(N)N=C(N)N1c1ccc(F)cc1F
  0%, -4, 21%, -10%, 3, u, 9.3µM*
> Cc1cc(C(C)(C)C)cc(S(=O)(=O)NCCO)c1C
  -4%, 9, -4%, -1%, -8, -2%, 78%[activator]
> CCN(CC)S(=O)(=O)c1ccc(/C(O)=C(\C#N)c2nc3ccccc3n2C)cc1
  1%, -2, u, -2%, -18, u, 0.26µM*
> C=CCC1C=C(Cc2ccccc2)CC(CC=C)N1 (configuration not stated)
  -2%, -6, -10%, -2%, 4, u, 4%
> CC1CCCN(C(=O)COC(=O)C2CCN(S(=O)(=O)c3ccc4c(c3)OCCO4)CC2)C1 (configuration not stated)
  x, x, -8%, 3%, x, 13%, 14%
> O=C(COCc1cc(-c2ccc3c(c2)OCO3)on1)Nc1cccnc1
  -3%, 12, 9%, 0%, 3, 10%, -11%
> CN(C(=O)c1ccccc1C(=O)OCC(=O)NCc1ccccc1)C1CCCCC1
  5%, -2, 1%, -13%, 2, -17%, 2%
> Cc1sc2nc(C3CC3)nc(N3CCN(C(=O)c4ccc(F)cc4)CC3)c2c1C
  -4%, -2, u, -12%, 28, u, 3%
> Cc1ccc(NC(=O)CCn2cccc2)cc1C
  -1%, 2, 24%, 0%, -3, x, -10%
> COc1cccc(N2C(=O)CC(c3c[nH]c4ccccc34)C2=O)c1 (configuration not stated)
  1%, 10, 2%, -12%, 22, -2%, x
> CC(NC(=O)c1ccc(N)cc1)c1ccccc1 (configuration not stated)
  1%, 5, 1%, 1%, 16, 9%, -5%
> O=C(N/N=C/c1c(Cl)cccc1Cl)c1ccccc1F
  -2%, 26*, -18%, -1%, 46*, 23%, u
> O=C(CN1C(=O)/C(=C/c2cccc(Br)c2)SC1=S)Nc1cccnc1
  2%, -1, -3%, -12%, -8, 3%, 11%
> COC(=O)c1ccc(C(=O)OC)c(NC(=O)COC(=O)C23CC4CC(CC(O)(C4)C2)C3)c1
  1%, -2, u, 7%, -14, u, -7%
> CCc1ccc(NC(=O)CNC(=O)[C@@H]2Cc3ccccc3CN2C(=O)OC(C)(C)C)cc1
  8%, 15, -18%, 0%, -2, u, u
> COc1cccc(CN(C)C(=O)CN2C(=O)NC(c3ccccc3)(c3ccccc3)C2=O)c1
  x, x, -27%, -2%, x, 10µM*, 10µM*
> CC(C)(C)c1ccc(C(=O)Nc2ccc(C=C(C#N)C#N)cc2)cc1
  0%, 72*, u, -15%, 154*, 135%[activator], 165%[activator]
> COc1ccc(OCC(=O)Nc2ccc(N3CCOCC3)cc2)c([N+](=O)[O-])c1
  13%, -1, -28%, 6%, -13, -1%, -20%
> COc1ccc(-c2noc3c2-c2nc(-c4ccccc4F)sc2CC3)cc1
  -8%, -4, u, 4%, -2, 15%, 11%
> Cc1ccc2nc(SCC(=O)N3CC(C)OC(C)C3)nc(=O)n2c1 (configuration not stated)
  x, x, 5%, 1%, x, -19%, 6%
> Oc1ccc(-c2nnc(Nc3cccc(O)c3)c3ccccc23)cc1
  9%, -2, u, 3%, 32, u, u
> O=C(Nn1cnnc1)c1cc2c(s1)CCCCC2
  -13%, 2, 9%, -4%, 42, 2%, u
> Cc1nnc(SCc2cc([N+](=O)[O-])cc3c2OCOC3)n(N)c1=O
  -2%, 1, 3%, -6%, -12, -17%, u
> CCN(CC)S(=O)(=O)c1ccc(-c2nnc(SCC(=O)Nc3ccc(OC)c(OC)c3)o2)cc1
  8%, -6, -4%, x, -2, u, x
> Cc1c(C(=O)N(Cc2ccc(N(C)C)cc2)C2CCS(=O)(=O)C2)oc2ccccc12 (configuration not stated)
  0%, 5, 4%, -4%&-7%, 1, u, u
> O=C(NNC(=O)C1CCCO1)c1ccc(Br)cc1 (configuration not stated)
  1%, -2, 2%, 5%, 18, 3%, -29%
> S=C1NCCNC(=S)NCCOCCOCCOCCN1
  1%, 18, 5%, 0%, -9, -4%, u

# The last 2 compounds of the part before open the next one:
# The line under a structure holds: LmPK inh, CHX counter, HCV inh, Tb PYK inh, Shiga toxin inh, Pf growth 48h, Pf growth 96h
> O=C(NNC(=O)C1CCCO1)c1ccc(Br)cc1 (configuration not stated)
  1%, -2, 2%, 5%, 18, 3%, -29%
> S=C1NCCNC(=S)NCCOCCOCCOCCN1
  1%, 18, 5%, 0%, -9, -4%, u
> O=C(COC(=O)CNC(=O)C1CCCCC1)Nc1ccc2c(c1)OCCO2
  2%, 26*, 16%, 0%, 43, u, 26%
> c1ccc(-c2nnc(OCCN3CCOCC3)c3ccccc23)cc1
  -20%, 6, 1%, 3%, -4, x, -1%
> CCOc1ccc(/C=N\NC(=O)CC(=O)NCCc2ccccc2)cc1
  -1%, -1, 0%, 1%, -5, 17%, u
> Cc1ccc(C(O)P(=O)(OC2CCCCC2)OC2CCCCC2)cc1 (configuration not stated)
  3%, -2, 12%, -15%, -11, x, u
> COc1cccc(C2(O)CCN(C(=O)c3cccs3)CC2)c1
  3%, -2, -7%, -1%, 24, 28%, 26%
> CCOc1ccccc1OCCNC1CCCC1
  4%, -6, -11%, 4%, -11, -2%, -1%
> Cc1cccc2cc(COC(=O)C3CCCCC3)c(=O)[nH]c12
  -6%, -4, -29%, 1%, 1, 23%, 38%[activator]
> O=C(C[C@H]1C(=O)N(C2CCCCC2)C[C@@H]1Cc1ccccc1)Nc1ccccc1
  8%, 1, u, -3%, -2, -10%, u
> Cc1ccc(-n2ncc(-c3nn[nH]n3)c2N)cc1
  0%, 1, 9%, 4%, 24, 17%, 32%[activator]
> COc1cc(NC(=O)C2CCCCC2)c(OC)cc1NC(=O)c1ccco1
  0%, -6, u, -3%, -5, u, 57%[activator]
> Cc1cccc(Cn2c(CN3CCN(Cc4ccccc4)CC3)nc3c2c(=O)[nH]c(=O)n3C)c1
  6%, -4, 10µM*, -1%, -8, 6.6µM*, 1.9µM*
> O=[N+]([O-])c1cccc(C2(O)COc3ccccc3O2)c1 (configuration not stated)
  -5%, 7, -23%, -2%, -3, 25%, 64%[activator]
> CCOC(=O)c1ccc(NC(=S)NC(=O)C2CCCC2)cc1
  1%, 27*, -7%, -2%, 21, u, 43%[activator]
> CCOC(=O)c1c(NC(=O)CSc2cccc[n+]2[O-])sc(C(=O)Nc2ccccc2)c1C
  2%, 27*, u, -14%, 72*, 4%, u
> CCOC(=O)c1ccc(-n2ccnc2)c(NC(=O)c2cccc(Br)c2)c1
  -2%, -4, u, -4%, -7, 0%, 1%
> CCCCNC(=O)NC1(C(F)(F)F)Oc2ccccc2O1
  2%, 9, 2%, 3%, -9, -7%, x
> Cc1ccc2c(c1)[nH]c1c(N3CCN(Cc4ccc5c(c4)OCO5)CC3)ncnc12
  -3%, -3, x, x, -18, 2.9µM*, x
> COC(=O)c1ccc(NC(=O)c2cc[n+]([O-])cc2)cc1
  2%, -2, 14%, 1%, x, u, 12%
> CCN(CC)CCCNC(=S)N(Cc1cccs1)Cc1cc2cc3c(cc2[nH]c1=O)OCCO3
  -2%, -6, -7%, 3%, 8, u, u
> CN(C)S(=O)(=O)c1cc(NC(=O)COC(=O)Cc2ccc(Br)cc2)ccc1Cl
  2%, -6, 17%, 4%, -8, 9%, u
> CCOCCCNC(=O)c1ccc(NC(=O)C2CCCO2)cc1 (configuration not stated)
  -3%, -4, 8%, -16%, 1, 4%, u
> CCn1c(-c2ccccn2)nc2cc(S(=O)(=O)N(C)C)ccc21
  -2%, 17*, 12%, -5%, 40, 46%[activator], 43%[activator]
> Cc1ccccc1-c1nnc(-c2ccccc2C)o1
  -18%, 23*, -3%, -1%, 42*, 107%[activator], 187%[activator]
> C[C@H](NS(=O)(=O)c1ccccc1F)C(=O)OCC(=O)N1CCc2ccccc21
  2%, -2, 8%, -9%, -8, x, -14%
> O=C(Oc1ccc2cc(Br)ccc2c1)N1CCCCCC1
  0%, 48*, -5%, x, 58*, 253%[activator], 8%
> CCOc1ccc(OCC)c(S(=O)(=O)N2CCCCC2C)c1 (configuration not stated)
  -2%, 1, u, -1%, -22, x, 5%
> Cc1ccc(S(=O)(=O)N2CCN(C(=O)c3ccc(N4CCCCC4)c([N+](=O)[O-])c3)CC2)cc1
  -1%, 11, u, 3%, -8, u, 10µM*
> COC(=O)c1ccc(Nc2cc(C)nc3ncnn23)cc1
  -2%, -5, 10%, 4%, -8, -27%, -22%
> CCOc1ccc(/C=C2\SC(=S)N(C)C2=O)cc1OC
  3%, 4, 13%, -13%, -4, 116%[activator], -14%
> Cc1ccc(CNC(=O)C(=O)NCCC2=CCCCC2)cc1
  0%, -2, 12%, -1%, -13, 16%, u
> Cn1c(N)c(C(=O)COC(=O)c2cc(S(=O)(=O)N3CCCCC3)ccc2Cl)c(=O)n(C)c1=O
  3%, -4, -50%, -3%, 18, -3%, -7%
> O=C(NCCN1CCN(c2ccc([N+](=O)[O-])cc2)CC1)NCc1ccccc1
  0%, -2, -14%, -9%, -20, 7%, 26%
> COCCCNC(=O)C1CCC(CNS(=O)(=O)c2ccc(C)cc2)CC1 (configuration not stated)
  -10%, 5, x, x, 16, 10µM*, 77%[5.75 µM]
> O=C(CNS(=O)(=O)c1ccc(Br)cc1)NCc1ccncc1
  -2%, -7, 8%, 2%, -9, 8%, u
> Cn1cccc1Cc1nnc(SCC(=O)N2CCOCC2)n1CCc1ccccc1
  -9%, -4, 3%, -13%, -9, -8%, u
> CCN1C[C@]2(COC(=O)c3ccccc3N)CC[C@H](OC)C34[C@@H]5C[C@H]6[C@H](OC)[C@@H]5[C@](O)(C[C@@H]6OC)[C@@](O)([C@H]13)[C@@H](OC)[C@@H]42
  0%, -3, 5%, 0%, -15, u, u
> CCCn1c(N)c(N(CCOC)C(=O)CCC2CCCCC2)c(=O)[nH]c1=O
  x, x, 10%, 1%, x, -17%, 11%
> O=C(N/N=C/c1ccccn1)c1cccs1
  -5%, 38*, 0%, 0%, 76*, u, u
> COC(C(=O)N/N=C/c1ccc(OCC(=O)N2CCOCC2)cc1)c1ccccc1 (configuration not stated)
  5%, -3, 2%, -2%, -6, 20%, 8%
> CCOc1ccc(OCC)c(NC(=O)C2CCN(S(=O)(=O)c3cccnc3)CC2)c1
  11%, -4, -33%, 2%, -18, x, u
> CCN(CC)C(=O)Cn1cc(SCC(=O)NCc2ccco2)c2ccccc21
  -2%, -1, 3%, -3%, -14, u, u
> O=C(OCC(=O)N1CCCc2ccccc21)C1CCN(S(=O)(=O)c2cccs2)CC1
  17%, -4, -3%, -6%, -13, x, 0%
> C/C=C/C(=O)Nc1nnc(C(C)C)s1
  -2%, 13, 1%, -1%, 18, -21%, u
